# IMPase inh = qHTS Assay for Identifying the Cell-Membrane Permeable IMPase Inhibitors | 120,000 tested, under 10 active | Inositol monophosphatase 1 (Rattus norvegicus), P97697 | inhibition (IP1 accumulation), % at 46.1 µM | AID 901, 2007 | CHO-M1 cells, IP1 accumulation, HTRF TR-FRET ratio; active = well fitted curve in the direction sought with a large enough effect in the signal ratio, not every such curve was filed as active; inconclusive = small, poorly fitted or top-dose-only effect, or a change in a side signal; inactive = no such curve, though single readings can be large or run the other way; the % refers to the signal ratio;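 also: cells stimulated with carbachol in lithium chloride buffer; plate controls were DMSO basal wells for no effect and reference inhibitor wells for full effect; higher means more IMPase inhibition seen as more IP1 and lower FRET ratio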
# Target sequence (P97697 whole entry, looked up): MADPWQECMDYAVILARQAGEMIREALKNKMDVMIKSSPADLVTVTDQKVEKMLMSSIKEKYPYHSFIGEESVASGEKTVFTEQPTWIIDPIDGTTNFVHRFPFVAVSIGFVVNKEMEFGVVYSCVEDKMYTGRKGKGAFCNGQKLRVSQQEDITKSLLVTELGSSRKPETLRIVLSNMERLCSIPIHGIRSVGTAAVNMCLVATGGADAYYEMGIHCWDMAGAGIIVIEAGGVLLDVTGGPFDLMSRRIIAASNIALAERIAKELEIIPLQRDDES
#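 Elevated IP1 in lysates lowers TR-FRET signal (665/620 ratio and 620 channel reported). Cells were CHO-M1, given carbachol (50 uM as added) plus 50mM LiCl, pH 7.4, 30 min, 37C; compounds titrated up to 46 uM; AC50 by Hill equation.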
# ALOX12 inhib = qHTS Assay for Inhibitors of 12-hLO (12-human lipoxygenase) | purified 12-hLO, xylenol orange hydroperoxide absorbance | Potency, µM (highest dose often 57.1 µM), for the others: top-dose activity change, negative = inhibition, hits mostly inhibitors | hit rate 0.12% among 150,000 | AID 1452, 2008; also: potency is read from the fitted curve at half-maximal effect; nearly all actives have a fitted effect of over 55% in size; many of its hits are not listed in these tables
#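 Lipoxygenase turnover measured by absorbance at 573 and 405 nm after Fe-XO development. Human 12hLO 150 nM, arachidonate 40 uM, pH 7.0 Hepes buffer with detergent; 15 min compound preincubation, 30 min reaction.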
# PNC assembly inh = High Content Assay for Compounds that inhibit the Assembly of the Perinucleolar Compartment; PC3M PTB-GFP, PNC prevalence imaging, 16 h; active compounds read low; activity change (PNC), negative = inhibition, % at 10 µM; hit rate 3.1% among 140,000;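 active = readout at or below -70, meaning at least 70% loss of cells showing the perinucleolar compartment, a nuclear body marking cancer cells; inconclusive = readout between -30 and a set limit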;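 also: plate controls were DMSO wells for no effect and camptothecin positive control wells for full effect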
#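 PC3M cells stably expressing PTB-GFP, 750–1000 cells/well, treated 16 h at 37 °C with compound (23 nl of library stock), in duplicate. After paraformaldehyde fixation and Hoechst stain, imaged at 20x; PNC prevalence scored by image analysis.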
# 15-hLO-2 inh = qHTS Assay for Inhibitors of 15-hLO-2 (15-human lipoxygenase 2) | purified 15hLO-2, xylenol orange hydroperoxide absorbance | AID 881, 2007 | hit rate 0.56% among 110,000 | Potency, µM (titrated, usually from 57.1 µM), for the others: top-dose activity change, negative = inhibition, hits mostly inhibitors; also: potency is read from the fitted curve at half-maximal effect; nearly all actives have a fitted effect of over 60% in size; many of its hits are not listed in these tables
# Target sequence (O15296 whole entry, looked up): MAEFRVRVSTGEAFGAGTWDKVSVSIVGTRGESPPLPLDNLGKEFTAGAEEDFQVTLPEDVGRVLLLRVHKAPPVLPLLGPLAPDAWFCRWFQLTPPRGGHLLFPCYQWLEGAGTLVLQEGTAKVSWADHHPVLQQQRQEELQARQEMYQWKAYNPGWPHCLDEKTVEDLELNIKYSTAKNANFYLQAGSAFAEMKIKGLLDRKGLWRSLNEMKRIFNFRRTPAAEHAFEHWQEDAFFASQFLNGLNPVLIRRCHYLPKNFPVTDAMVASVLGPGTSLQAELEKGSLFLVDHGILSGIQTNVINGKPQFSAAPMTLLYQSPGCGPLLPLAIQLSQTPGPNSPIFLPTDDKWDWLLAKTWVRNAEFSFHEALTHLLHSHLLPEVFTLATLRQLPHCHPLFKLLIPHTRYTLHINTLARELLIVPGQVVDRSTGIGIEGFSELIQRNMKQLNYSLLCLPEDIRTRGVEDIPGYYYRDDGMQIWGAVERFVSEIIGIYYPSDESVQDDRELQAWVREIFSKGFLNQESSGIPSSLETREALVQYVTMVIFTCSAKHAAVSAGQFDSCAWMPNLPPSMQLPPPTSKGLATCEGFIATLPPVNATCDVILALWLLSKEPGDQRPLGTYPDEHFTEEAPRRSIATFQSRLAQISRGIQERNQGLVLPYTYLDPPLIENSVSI
#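 Enzyme 50 nM, AA 45 uM, 25 mM Hepes pH 7.5 + 0.01% Triton X-100; cpd preinc 15 min RT, rxn 90 min RT; stop/detect with 200 uM XO + 300 uM Fe(II) in 50 mM H2SO4, 30 min; A573/A405.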
# An asterisk follows results filed as active; ? = inconclusive; nt = not tested or not shown; [ ] = dose if it differs, or a comment. Unless noted, calls follow the shape of the dose curve; as a rule, active = well fitted curve in the direction sought with a large enough effect; inconclusive = small, poorly fitted or top-dose-only effect, or another doubt; inactive = no such curve, though single readings can be large; an effect the other way counts as inactive or inconclusive. Unless noted, % is scaled to controls: 0 for no effect and ±100 for the full control effect.
SMILES,IMPase inh,ALOX12 inhib,PNC assembly inh,15-hLO-2 inh
CC(C)Cn1c(-c2ccc(F)cc2)n[nH]c1=S,-4,-5%,-13,-6%
O=c1[nH]c(=S)[nH]c2c1CN(CCCN1CCOCC1)CN2,nt,-2%[11.4 µM],nt,-3%[11.4 µM]
C/C(=N\NC(=O)CN(c1ccc(C)cc1)S(C)(=O)=O)c1cccs1,nt,2%,26,nt
COc1c(Br)cc2c(C)c(C(=O)O)oc2c1Br,nt,1%,25,nt
COc1ccc(Br)cc1CN1CCCC(C(=O)N2CCCCCC2)C1 (stereo not given),11,-3%,84,16%
Cc1nc2ccc(C(=O)OCc3ccccc3Br)cc2nc1C,4,-2%,-18,25%
c1ccc2c(c1)oc1c(Nc3ccc4c(c3)OCO4)ncnc12,1,-10%,-9,-14%
C=CCn1c(SCC(N)=O)nnc1-c1cccc(Br)c1,-10,-1%,?,-2%
Cc1nn2c(CN(C(=O)COc3ccccc3)c3ccccc3)nnc2c2ccccc12,nt,-5%,8,nt
COC(=O)c1ccccc1NC(=O)c1noc2c1CC(C(C)(C)C)CC2 (stereo not given),7,3%,?,12%
C=CCN1C(=O)CC(C(=O)NC)SC1=Nc1ccc(C(=O)OCC)cc1 (stereo not given),-2,5%,?,2%
CCOC(=O)c1c(C)n(O)c2ccc(Cl)cc2c1=O,-13,-8%,-21,1%
c1nc(NCCN2CCOCC2)c2c3c(sc2n1)CCCCC3,-1,3%,?,8%
COc1ccc(S(=O)(=O)N(C)Cc2cccs2)cc1Br,1,3%,?,2%
Cc1ccc(S(=O)(=O)Oc2ccccc2/C=N/NC(=O)c2nn(C)cc2[N+](=O)[O-])cc1,-8,7%,-19,nt
O=C1CCCc2c1cc(C(=O)NCc1ccco1)c(=O)n2-c1ccccc1,3,1%,-12,1%
CCCn1c(N2CCN(CC(=O)c3c(C)n(C)c4ccccc34)CC2)nc2c1c(=O)[nH]c(=O)n2C,8,7%,-24,-5%
CC(C)CC(O)(CC(C)C)C(=O)NNc1ccccc1,?,-3%,-5,nt
COc1ccccc1N1CCN(C2CCN(C(=O)c3cccs3)CC2)CC1,3,-21%,-119*,nt
CC(=NCc1ccncc1)C1=C(O)c2ccccc2C1=O,2,-9%,3,-20%
CS(=O)(=O)Oc1ccc(/C=N/NC(=O)c2ccncc2)cc1,nt,1%,25,nt
COc1cccc(NC(=O)CSc2nc3ccccc3cc2Cc2ccccc2)c1,12,2%,34,5%
C=CCn1c(SCc2ccccc2C#N)nnc1-c1cc(Br)ccc1O,1,-5%,?,-16%
COc1ccc(N2C(=O)C3CCCN3C2c2cccc(C)c2)cc1Cl (stereo not given),-6,6%,?,4%
O=C(CSc1nnnn1-c1ccccc1)N1CCc2ccccc2C1,1,-6%,-25,-6%

# (cont.)
SMILES,IMPase inh,ALOX12 inhib,PNC assembly inh,15-hLO-2 inh
O=C(Nc1ccccc1Sc1ccccc1)c1ccccc1,15,-3%,-14,-2%
CC(c1ccccc1C(O)(c1ccccc1)c1ccccc1)N(C)C (stereo not given),nt,3%,82,nt
CCOc1ccc(-c2noc(COC)n2)cc1OC,-1,-1%,28,2%
O=C(Nc1ccccn1)NC1CCCCC1,4,6%,?,4%
Cc1ccc(S(=O)(=O)N(CC(=O)N2CCC(C(N)=O)CC2)Cc2ccc(F)cc2)cc1,-2,-4%,-17,7%
CCn1c(SCC(=O)Nc2ccc(C(C)=O)cc2)nc2ccccc21,26,0%,-29,8%
CN(C)S(=O)(=O)c1cccc(NC(=O)c2cc(-c3cccs3)nn2-c2ccccc2)c1,nt,1%,11,nt
Cn1cnnc1SCC(=O)Nc1ccccc1C(=O)NC1CCCC1,6,-10%,-23,0%
COc1ccc(NC(=O)c2ccc(CNc3c(NC4CCCCC4)c(=O)c3=O)cc2)cc1OC,13,-2%,-24,-21%
CC(C)CC1=NC(C(F)(F)F)(C(F)(F)F)c2c(n(CC(C)C)c(=O)[nH]c2=O)N1,-15,-3%,?,nt
C[C@@]12CC(=O)[C@@H]3[C@@H](CCC4=CC(=O)CC[C@]43C)[C@@H]1CC=C2CC(=O)O,nt,-7%[11.4 µM],nt,1%[11.4 µM]
Cc1cccc(-c2c3c(=O)n(C)c(=O)n(C)c3cn2CC2CCCO2)c1 (stereo not given),-2,-6%,19,-1%
O=C1CC(c2cc(Br)ccc2F)c2cc3c(cc2N1)CCC3 (stereo not given),-2,-3%,-97*,-2%
Cc1onc(-c2c(F)cccc2Cl)c1C(=O)Nc1sc2c(c1C#N)CCC(C(C)(C)C)C2 (stereo not given),nt,-3%,-10,nt
CCOC(=O)C1(C)NC(c2ccc(N(C)C)cc2)C2C(=O)N(c3ccc(OC)cc3)C(=O)C21 (stereo not given),9,-7%,17,-1%
O=C(OCC1CC(c2ccccn2)=NO1)c1ccc(Br)cc1 (stereo not given),-7,1%,2,0%
COc1ccc(-c2csc(NC(=O)c3cc(C)on3)c2C#N)cc1OC,14,-2%,?,-9%
O=C(Nc1ccccc1)NC1(C(=O)N2CCN(C(=O)c3ccco3)CC2)CCCCC1,-4,4%,21,-4%
CCOC(=O)Cn1c(-c2ccccn2)nc2ccccc21,-2,-1%,-15,-2%
COc1cc2ncnc(Nc3ccc(F)c(Cl)c3)c2cc1OCCCN1CCOCC1,nt,-3%[0.00818 µM],nt,66%[activator][0.0915 µM]
Cc1ccc(S(=O)(=O)C2(C(=O)Nc3nccs3)CC2)cc1,0,-4%,45,-3%
O=C1NC(=Nc2ccccc2)/C(=C/c2ccco2)S1,11,-3%,-19,nt
O=C(CCC1CCCC1)Nc1ccc(OCC(=O)N2CCOCC2)cc1,-2,0%,43,nt
O=S(=O)(c1ccc(Cl)nc1)N1CCN(Cc2ccc3c(c2)OCO3)CC1,-4,-3%,2,4%
CCOC(=O)c1sc(N)c(C#N)c1CSc1nnc(C2CC2)n1N,-8,5%,-3,-1%

# Among those listed so far, these contain a tert-butyl group.
SMILES,IMPase inh,ALOX12 inhib,PNC assembly inh,15-hLO-2 inh
COC(=O)c1ccccc1NC(=O)c1noc2c1CC(C(C)(C)C)CC2 (stereo not given),7,3%,?,12%
Cc1onc(-c2c(F)cccc2Cl)c1C(=O)Nc1sc2c(c1C#N)CCC(C(C)(C)C)C2 (stereo not given),nt,-3%,-10,nt

# Additional results follow.
SMILES,IMPase inh,ALOX12 inhib,PNC assembly inh,15-hLO-2 inh
O=C(ON=C1CCN(S(=O)(=O)c2ccccc2)CC1)c1cccc(Cl)c1,6,1%,-100*,nt
CCC1SC2=NC(C)=C(C(=O)OCCOC)C(c3ccc(C(=O)OC)cc3)N2C1=O (stereo not given),-7,-3%,-3,-12%
Cc1ccccc1NC(=O)C(=O)NCc1ccccn1,-1,3%,3,5%
Nn1c(SCC(=O)Nc2ccc3c(c2)OCO3)nnc1-c1ccccc1,-8,-4%,18,12%
Nc1c(C(=O)NCCN2CCOCC2)c2nc3ccccc3nc2n1-c1cccc(F)c1,4,-9%,4,18%
CC1(C)CC2CC(C)(CN2C(=O)CN2C(=O)c3ccccc3C2=O)C1 (stereo not given),-11,-2%,?,1%
Cc1nc2c(C(=O)NCc3ccc4c(c3)OCO4)cnn2c(C)c1Cc1ccc(F)cc1Cl,-1,-3%,-20,-5%
CCOC(=O)c1[nH]c(C)c(C(=O)N2CCN(C(=O)OCC)CC2)c1CC,7,2%,14,-2%
CCCN1CCC(=NNc2ccc(S(=O)(=O)N3CCOCC3)cc2[N+](=O)[O-])CC1,nt,-5%,?,nt
Cc1ccc(N2C(=O)N(CC(=O)NC(c3ccccc3)c3ccccc3)C(=O)C2C)cc1 (stereo not given),-7,-14%,12,-2%
CC(C)(Oc1ccc(Cl)cc1)C(=O)Nc1ccc2oc(-c3ccncc3)nc2c1,6,7%,-1,2%
O=C(COC(=O)c1ccccc1Nc1cccc(C(F)(F)F)c1)NCc1ccco1,0,-3%,-2,-11%
C[N+]1(NCC[N@@+]2(C)CCc3ccccc3C2)CCCCC1,nt,2%[11.4 µM],nt,-22%[11.4 µM]
CCCN1C(=O)C(O)(CC(=O)c2cccc(OC)c2)c2ccccc21 (stereo not given),7,-13%,-2,-11%
O=C(CC(c1ccccc1)c1cc(Cl)ccc1O)N1CCOCC1 (stereo not given),-7,1%,57,-7%
COc1ccccc1C(=O)Nc1ccon1,-6,-5%,14,5%
COc1ccc(N2CCN(C(=O)CCn3nnc4ccccc43)CC2)cc1,1,-8%,-4,-6%
CC(=O)NC(CCS(C)(=O)=O)C(=O)Nc1ccccc1C (stereo not given),6,-2%,-19,2%
COc1cc(OC)cc(-c2nnc(SCc3c(F)cccc3Cl)o2)c1,-3,-8%,-8,11%
Cc1ccc(C(=O)Nc2nc3ccccc3c(=O)s2)cc1,-23,-26%,6,-11%
COc1cc(N=C2C(=O)N3c4c(cccc42)C(C)=CC3(C)C)cc(OC)c1,nt,1%,9,nt
CCOC(=O)c1ccc(CNCc2ccccc2)cc1,7,-3%,-19,nt
COc1ccc(C2CC(C(F)(F)F)n3nc(C(=O)NCc4cn(C)nc4C)c(Cl)c3N2)cc1 (stereo not given),3,-1%,24,5%
CC(C)C(=O)Nc1ccc(N2CCN(C(=O)c3cccs3)CC2)cc1,10,2%,4,-7%
CCOC(=O)C1CCCN(C(=O)CSCc2ccccc2)C1 (stereo not given),1,-3%,51,-19%

# The list goes on, overlapping the part above by 5 compounds.
SMILES,IMPase inh,ALOX12 inhib,PNC assembly inh,15-hLO-2 inh
COc1cc(N=C2C(=O)N3c4c(cccc42)C(C)=CC3(C)C)cc(OC)c1,nt,1%,9,nt
CCOC(=O)c1ccc(CNCc2ccccc2)cc1,7,-3%,-19,nt
COc1ccc(C2CC(C(F)(F)F)n3nc(C(=O)NCc4cn(C)nc4C)c(Cl)c3N2)cc1 (stereo not given),3,-1%,24,5%
CC(C)C(=O)Nc1ccc(N2CCN(C(=O)c3cccs3)CC2)cc1,10,2%,4,-7%
CCOC(=O)C1CCCN(C(=O)CSCc2ccccc2)C1 (stereo not given),1,-3%,51,-19%
O=C(CSc1nnc(-c2cccs2)n1-c1ccccc1)N1CCCC1,4,-3%,22,-4%
CS(=O)(=O)N(CC(=O)NCC1CCCO1)c1ccc(F)c(Cl)c1 (stereo not given),-2,-3%,1,-7%
O=C(NCCCO)/C(=C\c1ccco1)NC(=O)c1ccc(Br)o1,nt,1%,14,nt
Cc1ccccc1-c1cncnc1N(C)Cc1ccco1,nt,-3%,nt,9%
CCOC(=O)C1=C(C)NC(=O)NC1c1ccc(OCC(N)=O)cc1 (stereo not given),-7,4%,-100*,nt
CCc1ccc(N(C(=O)CCC(=O)Nc2cc(C)on2)C(C(=O)NC2CCCC2)c2ccco2)cc1 (stereo not given),-9,-2%,?,nt
Cc1cccc(-n2nnnc2SC(C)C(=O)NCCC2=CCCCC2)c1 (stereo not given),5,-7%,-3,-8%
O=C1N=C(N2CCOCC2)S/C1=C1\C(=O)N(Cc2ccccc2)c2ccccc21,4,-1%,26,-4%
Fc1cccc(NC(=S)NCc2cccnc2)c1,-2,6%,64,nt
CCN1CCN(C(=O)C2CCC(CNS(=O)(=O)c3ccccc3)CC2)CC1 (stereo not given),-6,2%,1,-6%
O=C(NCCCN1CCCC1=O)c1ccc(OCc2ccccc2)cc1,9,-1%,-2,8%
Cc1cccc2cc(CN(CCN(C)C)C(=S)Nc3ccccc3)c(=O)[nH]c12,2,-3%,-99*,nt
Cc1ccc(C(=O)Nc2nnc(C3CCCCC3)s2)o1,-1,2%,-15,?
CCNc1ccc(Br)cc(C(=O)/C=C/c2ccc3c(c2)OCO3)c1=O,0,?,-21,-25%
CC(C)C1=Nc2cccc3cccc(c23)N1,7,-3%,69,10µM*
O=C(Nc1cc(C(F)(F)F)cc(C(F)(F)F)c1)c1ccc(Cn2cc(C(F)(F)F)ccc2=O)cc1,2,6%,49,7%

# Bioassay records from PubChem.

# The list is partial; count on the stated rates, not on these rows.
